# STK33 inh: inhibitors of purified STK33 kinase, primary screen, biochemical, ADP-Glo luminescence, homogeneous, cell-free; 0.073% of 320,000 active; Serine/threonine-protein kinase 33 (Homo sapiens), Q9BYT3; MBP phosphorylation; inhibition, % at 10 µM; AID 2661, 2010;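 active = inhibition at or above 25%, using the most active replicate where run in duplicate; inactive = inhibition below 25%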
# Target sequence (Q9BYT3 whole entry, looked up): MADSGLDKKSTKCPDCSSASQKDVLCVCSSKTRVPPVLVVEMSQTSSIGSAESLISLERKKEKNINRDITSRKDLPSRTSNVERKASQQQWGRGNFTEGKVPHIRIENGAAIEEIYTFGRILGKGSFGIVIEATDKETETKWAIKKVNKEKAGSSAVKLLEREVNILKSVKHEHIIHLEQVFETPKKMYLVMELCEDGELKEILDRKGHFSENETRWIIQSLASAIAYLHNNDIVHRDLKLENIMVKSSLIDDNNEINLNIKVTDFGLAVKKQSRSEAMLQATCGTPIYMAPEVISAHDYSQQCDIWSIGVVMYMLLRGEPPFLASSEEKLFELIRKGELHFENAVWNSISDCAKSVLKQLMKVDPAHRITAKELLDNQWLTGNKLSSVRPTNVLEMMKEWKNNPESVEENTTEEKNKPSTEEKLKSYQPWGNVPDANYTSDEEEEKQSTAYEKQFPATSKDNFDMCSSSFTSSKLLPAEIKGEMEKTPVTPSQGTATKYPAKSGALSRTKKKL
# OX1R FRET antag: antagonists of human orexin 1 receptor (OX1R) | Orexin/Hypocretin receptor type 1 (Homo sapiens), O43613 | OX1R-expressing cells, FRET antagonist read-out | inhibition, % at 6.6 µM | 1.8% of 330,000 active; in the data active = inhibition mostly above about 38%, no sharp cut-off; inactive = mostly below about 40%;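 also: 0% = agonist challenge alone and 100% = reference antagonist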
# Target sequence (O43613 whole entry, looked up): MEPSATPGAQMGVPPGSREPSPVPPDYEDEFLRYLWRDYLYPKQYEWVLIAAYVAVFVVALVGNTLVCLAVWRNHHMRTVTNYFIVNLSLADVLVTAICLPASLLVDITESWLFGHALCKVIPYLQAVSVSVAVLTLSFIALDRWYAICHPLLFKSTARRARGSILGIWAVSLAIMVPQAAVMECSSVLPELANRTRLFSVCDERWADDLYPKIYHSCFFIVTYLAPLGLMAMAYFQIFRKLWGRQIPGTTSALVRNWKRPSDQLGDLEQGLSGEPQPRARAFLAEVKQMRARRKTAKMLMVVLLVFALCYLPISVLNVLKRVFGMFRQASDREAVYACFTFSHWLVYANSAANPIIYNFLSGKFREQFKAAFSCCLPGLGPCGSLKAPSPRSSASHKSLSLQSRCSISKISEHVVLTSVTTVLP
# KCNQ2 inh: KCNQ2 potassium channel inhibitors, primary screen, cell-based, CHO-K1, FluxOR thallium flux, B-score (AID 2156) | Potassium voltage-gated channel subfamily KQT member 2 (Rattus norvegicus), O88943 | 20 min; hits give low values | B-score at 10 µM | 1.1% of 310,000 active;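 active = fluorescence ratio B-score at most minus 3 library SDs, with starting brightness B-score within 2 library SDs, cut at about -5.5 in these data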
# Starred values were filed as active, the others as inactive; i = inactive; . = not tested or not shown. Rows are unselected; overall some 2.7% were active at least once.
SMILES,STK33 inh,OX1R FRET antag,KCNQ2 inh
Cc1cc(C)cc(Oc2ccc(-c3nnc(-c4ccccc4)o3)cc2[N+](=O)[O-])c1,0.2,1,i
CC(/C=C/c1ccccc1)=N\NC(=O)c1ccncc1,-1.1,8,i
COc1ccc(C(C(=O)NCC2CCCO2)N(C(=O)CNC(=O)c2cccs2)c2ccc(C(C)=O)cc2)cc1OC (stereo not given),-2.7,0,i
Cc1ccnc(NS(=O)(=O)c2ccc(NC(=O)C3C4C=CC(C4)C3C(=O)O)cc2)n1 (stereo not given),-3.3,18,i
CCC(C)C1=CC(=Nc2c(C)n(C)n(-c3ccccc3)c2=O)C=C(C(C)CC)C1=O (stereo not given),0.8,7,i
OC1CCCN(Cc2ccccc2)C1 (stereo not given),-2.0,17,i
COc1ccccc1N1CCN(C(=O)c2cc3cc(Cl)ccc3[nH]2)CC1,-1.0,-7,i
CC1CCCCC1NC(=O)C1CCN(C(=O)NC2CCCCC2)CC1 (stereo not given),-0.1,7,i
COC(=O)c1sc(-c2ccc(Cl)cc2)cc1NC(=O)COCC(=O)O,0.2,6,i
NC1=NN=C(N2N=C(c3ccco3)CC2(O)C(F)(F)F)n2ncnc2C1 (stereo not given),-1.1,16,i
Cc1onc(C(=O)N2CCC(C(N)=O)CC2)c1-c1ccccc1Cl,-1.0,9,i
COc1ccc(OC)c(NC(=O)c2cc(-c3c(C)cc(C)cc3O)n[nH]2)c1,-3.2,3,i
CSc1nc2ccccc2c(=O)n1N,-0.1,8,i
Cc1cc(=O)oc2c(C)c(OCC(=O)NCCN3CCOCC3)ccc12,0.6,1,i
O=C(CCCOc1ccccc1)NC1CCCc2ccccc21 (stereo not given),-1.5,18,i
CC(=O)Nc1c(Cl)cc([N+](=O)[O-])c2ccccc12,0.6,49,i
CN(C)c1ccnc(Nc2ccc(O)cc2)c1C#N,0.0,29,i
Cc1cc(C(=O)Nc2cccc(-c3ccc(N4CCOCC4)nn3)c2)ccc1[N+](=O)[O-],7.5,8,i
Cc1cc(C(=O)NNC(=S)NCC(C)C)no1,-1.3,10,i
COc1ccc(NC(=O)CCc2nnc3ccc(N4CCC5(CC4)OCCO5)nn23)cc1,-1.9,13,i

# Reprinted from the results shown (15 entries):
SMILES,STK33 inh,OX1R FRET antag,KCNQ2 inh
Cc1cc(C)cc(Oc2ccc(-c3nnc(-c4ccccc4)o3)cc2[N+](=O)[O-])c1,0.2,1,i
CC(/C=C/c1ccccc1)=N\NC(=O)c1ccncc1,-1.1,8,i
COc1ccc(C(C(=O)NCC2CCCO2)N(C(=O)CNC(=O)c2cccs2)c2ccc(C(C)=O)cc2)cc1OC (stereo not given),-2.7,0,i
Cc1ccnc(NS(=O)(=O)c2ccc(NC(=O)C3C4C=CC(C4)C3C(=O)O)cc2)n1 (stereo not given),-3.3,18,i
CCC(C)C1=CC(=Nc2c(C)n(C)n(-c3ccccc3)c2=O)C=C(C(C)CC)C1=O (stereo not given),0.8,7,i
OC1CCCN(Cc2ccccc2)C1 (stereo not given),-2.0,17,i
COc1ccccc1N1CCN(C(=O)c2cc3cc(Cl)ccc3[nH]2)CC1,-1.0,-7,i
CC1CCCCC1NC(=O)C1CCN(C(=O)NC2CCCCC2)CC1 (stereo not given),-0.1,7,i
COC(=O)c1sc(-c2ccc(Cl)cc2)cc1NC(=O)COCC(=O)O,0.2,6,i
NC1=NN=C(N2N=C(c3ccco3)CC2(O)C(F)(F)F)n2ncnc2C1 (stereo not given),-1.1,16,i
Cc1onc(C(=O)N2CCC(C(N)=O)CC2)c1-c1ccccc1Cl,-1.0,9,i
COc1ccc(OC)c(NC(=O)c2cc(-c3c(C)cc(C)cc3O)n[nH]2)c1,-3.2,3,i
CSc1nc2ccccc2c(=O)n1N,-0.1,8,i
Cc1cc(=O)oc2c(C)c(OCC(=O)NCCN3CCOCC3)ccc12,0.6,1,i
O=C(CCCOc1ccccc1)NC1CCCc2ccccc21 (stereo not given),-1.5,18,i

# (further entries)
SMILES,STK33 inh,OX1R FRET antag,KCNQ2 inh
COc1ccccc1-c1nnc(SCC(=O)O)n1-c1ccccc1,-2.0,15,i
Cc1ccc(C(=O)N[C@H](C(=O)OCc2cc(=O)oc3cc(C)ccc23)C(C)C)cc1,-0.3,10,i
Cc1cc(C)c(S(=O)(=O)c2ccccc2)c(OC(=O)c2c(F)cccc2Cl)n1,-0.6,28,i
Cc1ccc(C)c(N2CCN(C(=O)CCC(=O)Nc3nnc(C(F)(F)F)s3)CC2)c1,-1.4,9,i
CCOCC(=O)Nc1cc(C)on1,.,11,i
CS(=O)(=O)Nc1cccc(-c2cn3ccccc3n2)c1,0.9,33,i
O=C1CSC(=S)N1c1ccc(F)c(Cl)c1,-2.9,-9,i
CC(=O)NCc1ccc(C(=O)O)cc1,-0.7,0,i
Cc1ccc(C(=O)NCCCn2ccnc2)o1,-2.8,-7,i
Cc1cccc(N2C(=O)CC(SC(=Nc3ccccc3)Nc3ccccc3)C2=O)c1 (stereo not given),-1.6,18,i
C#CCN1C(=O)S/C(=C\c2cc3c(cc2OC)OCO3)C1=O,-2.7,0,i
CCSc1nc2ccccc2c(=O)n1Cc1ccc(F)cc1,-1.1,11,i
COc1ccc(C(=O)NCC(=O)N/N=C(\C)c2ccco2)cc1OC,-0.6,31,i
CCOc1ccc(NC(=O)CN(C)C(=O)c2ccc(C3SCCS3)cc2)cc1OCC,0.5,11,i
O=C(CN1CCN(S(=O)(=O)c2ccc(F)cc2)CC1)NC1CCCC1,-1.3,30,i
O=C(/C=C/c1ccco1)N1CCC(Cc2ccccc2)CC1,0.4,20,i
Cc1ccc(/C=N/NC(=O)c2c(C)nc3ccc(Br)cn23)cc1,-1.0,4,i
Cc1cc(C)c(S(=O)(=O)NCC(c2ccco2)N2CCc3ccccc3C2)c(C)c1 (stereo not given),-0.7,10,i
CCOc1ccc(-c2noc(-c3cccnc3)n2)cc1OC,0.4,21,i
COc1cc(NCCC(=O)c2cccs2)c(OC)cc1Cl,-0.9,9,i
COc1ccc(Cl)cc1NC(=O)CCN1C(=O)C2CC=CCC2C1=O (stereo not given),-1.2,7,i
Cc1cc(NC(=O)CCN2CCN(C)CC2)ccc1Br,-0.9,-1,i
CCCn1c(SCC(=O)N2CCc3ccccc3C2)nc(O)cc1=O,-0.6,3,.
Cn1cc(SCC(=O)NC2CCCC2)c2ccccc21,-0.7,5,i
NC(=O)/C(=C/c1ccco1)NC(=O)/C=C/c1ccccc1,-1.4,46,i
O=S(=O)(Nc1ccccc1Cl)c1cccc2nsnc12,-1.6,7,i
O=C(COC(=O)CCC1CCCC1)Nc1ccc(Cl)cc1F,0.1,7,i
CCC(C)N1CC(O)=C(c2nc3ccccc3[nH]2)C1=N (stereo not given),0.1,2,i
COc1ccc(/C=N/NC(=O)c2cc(-c3cccnc3)nc3ccccc23)c(OC)c1,0.7,23,i
O=[N+]([O-])c1cc2c(c(CSc3nnc(Nc4ccccc4)s3)c1)OCOC2,-2.1,41,i
O=C(CN1CCN(Cc2ccccc2)CC1)NC(=O)NC1CCCCC1,-0.9,7,i
COCc1[nH][nH]c(=O)c1C=NCC(=O)OC,-2.0,9,i
Nc1ccc(Oc2cccc(Oc3ccc(N)cc3)c2)cc1,6.9,12,i
CCOC(=O)C1CCN(C(=O)CN(c2cc(Cl)ccc2OC)S(=O)(=O)c2ccccc2)CC1,-0.8,43,i
CCOC(=O)c1sc(=S)n(C)c1C,0.2,25,i
CCCNS(=O)(=O)c1cccc2cccnc12,-0.1,6,i
Cc1cccc(N2CCCn3c2nc2c3c(=O)n(CCN3CCOCC3)c(=O)n2C)c1,0.3,13,i
Cc1cccc(CNC(=O)c2ccc(NC(=O)C3=CSCCO3)cc2)c1,2.5,12,i
COc1ccccc1C(=O)NCCCCNC(=O)c1ccccc1OC,0.2,79*,i
CCC(=O)c1ccc(OCCN2CCOCC2)cc1,-2.6,5,i
CC1CN(c2nc(N(C)c3ccccc3)nc(N)c2[N+](=O)[O-])CC(C)O1 (stereo not given),0.9,13,i
CCn1c(N)c(C(=O)NCc2ccco2)sc1=S,0.1,9,i
O=C(c1cc(S(=O)(=O)N2CCOCC2)c(Cl)cc1Cl)N1CCCCC1CO (stereo not given),0.0,12,i
Cc1ccc(OCCCCn2cnc3ccccc32)cc1,-2.0,16,i
COc1ccc(OCCCC(=O)Nc2nncs2)cc1,-0.6,18,i
CC(C)CCNC(=O)C(c1ccncc1)N(Cc1cccs1)C(=O)Cn1nnc(-c2ccc(F)cc2)n1 (stereo not given),-1.2,10,i
Cc1cc(C2(O)C(=O)Nc3ccccc32)ccc1F (stereo not given),1.0,7,i
CS(=O)(=O)N(CC(=O)Nc1ccccc1C(=O)N1CCOCC1)c1ccc2c(c1)OCO2,-0.3,1,i
CC(C)(C)[C@@H]1COC(=O)[C@H](Cc2ccc(F)cc2)C/C=C\C[C@@H](CC(=O)NCCO)C(=O)N1,-0.2,1,.
CN(C(=O)C(C)(C)C)C1c2c(ccc3ccccc23)OCC1CO (stereo not given),-0.9,.,i
Cc1ccc(-c2nc(NCc3cccnc3)c3ccccc3n2)cc1,-0.1,12,i
N/C(Cc1ccc(Cl)cc1)=N\OC(=O)C1CCCCC1,-0.8,-3,i
COc1ccc(N2CCN(CC(=O)NCc3ccc(Cl)cc3)CC2)cc1,4.0,11,i
O=C(O)COc1ccc(/C=C2\SC(=Nc3ccccc3)N(c3ccccc3)C2=O)cc1,-0.5,11,i
Cc1nn(C)c(C)c1NC(=O)c1cnn2c(C(F)F)cc(-c3ccccc3)nc12,-1.6,5,i
CCOC(=O)CSc1nc2cc(C)cc(C)c2cc1C#N,-1.3,27,i
O=[N+]([O-])c1ccc(OCC(O)CN2CCN(c3ccccc3F)CC2)cc1 (stereo not given),0.7,13,i
Cc1cc2cc(CNC(=O)NC3CCCCC3)ccc2n1C,.,12,i
COc1cc2c(cc1OC)C(c1ccccc1)N(S(C)(=O)=O)CC2 (stereo not given),-0.3,19,i
Cc1nc(NC(=O)c2ccccc2)sc1C1(C)CC(c2ccccc2F)=NO1 (stereo not given),-0.5,12,i

# (more compounds)
SMILES,STK33 inh,OX1R FRET antag,KCNQ2 inh
CCOC(=O)N1CCN(C(=O)CN(C2CCCCC2)S(=O)(=O)c2ccc(C)cc2)CC1,-0.8,6,i
O=C(Nc1cc(S(=O)(=O)N2CCCCC2)ccc1N1CCCCC1)c1ccncc1,-4.0,4,i
COc1cccc(C(=O)NCCSCc2ccccc2Cl)c1,1.0,25,i
Cc1cc(CNC(=O)CCc2nnc(CCCc3ccccc3)o2)nn1C,-1.3,0,i
NS(=O)(=O)c1ccc(CCNC(=O)CCC2COc3ccccc3O2)cc1 (stereo not given),-0.8,19,i
CCC(C)c1ccccc1OCC(=O)NN1C(=O)c2ccccc2C1=O (stereo not given),-2.1,8,i
Cc1cc(SCC(=O)c2ccc3c(c2)OCO3)nc2ccccc12,-1.1,59*,i
O=C(CN1C(=O)NC(c2ccccc2)(c2ccccc2)C1=O)NCc1ccco1,-1.3,5,.
C=CCN(CC=C)Cc1c(O)ccc2c(=O)c(-c3ccccc3)coc12,-0.5,2,i
CN(CC(=O)Nc1ccccc1Br)C(=O)c1cc(S(=O)(=O)N(C)C)ccc1N1CCCC1,-0.3,15,i
O=C(O)c1ccc(NC(CSCc2ccccc2F)C(=O)O)c([N+](=O)[O-])c1 (stereo not given),-0.1,31,i
O=C(COc1ccccc1F)NCC(c1ccc(F)cc1)N1CCOCC1 (stereo not given),-0.7,-1,.
CCN(CC(=O)Nc1cc(Cl)ccc1C)C(=O)Cn1c(=O)cnc2ccccc21,-0.8,9,i
O=C(COc1ccccc1[N+](=O)[O-])N/N=C/c1ccc(O)c([N+](=O)[O-])c1,2.8,36,i
CCCCNC(=O)C1CCCN(S(=O)(=O)CC)C1 (stereo not given),-0.9,9,i
Cc1ccnc(SCc2cc(=O)c(OC(=O)c3ccc(Cl)c([N+](=O)[O-])c3)co2)n1,-1.8,32,i
Cn1nccc1-c1cc(Cl)cc(Cl)c1O,-1.4,2,i
C[n+]1c2n(c3ccccc31)N=C(c1ccc(Cl)cc1)CS2,-0.8,21,i
O=C(O)c1sc2ncccc2c1OCc1ccccc1,-0.4,18,i
COC(=O)COc1ccc(S(=O)(=O)NCc2ccco2)cc1,-1.8,10,i
CCN(CC(=O)NC(C)C)C(=O)c1cc(S(=O)(=O)N2CCCCC2)ccc1N1CCCCC1,-1.2,5,.
O=C(c1ccco1)N1CCN(c2nc3ccccc3n3nnnc23)CC1,0.0,24,i
Nc1nc2n(n1)C(c1cccs1)CC(c1ccc(F)cc1)N2 (stereo not given),-4.0,19,i
O=C(NNC(=O)c1ccccc1OCc1ccc(F)cc1)c1ccccc1O,-2.1,.,i
N/C(=N\O)c1ccc(NC(=O)c2cccs2)cc1,1.4,8,i
COc1ccc(Nc2ncnc3c2cnn3Cc2ccccc2)cc1,0.4,17,i
CC(=O)c1ccc(OC(=O)c2ccc(-n3nc(C)cc3C)cc2)cc1,0.2,5,i
O=C(NCc1ccc(Cl)cc1)C(=O)c1cn(CC(=O)N2CCOCC2)c2ccccc12,-1.1,2,i
COCCOc1ccc(C(F)(F)F)cc1NC(=O)COC(=O)c1cc([N+](=O)[O-])ccc1N1CCOCC1,-1.1,15,i
Cc1cc(NC(=O)Nc2cccc(Cl)c2)n(-c2ccccc2)n1,-1.3,13,i
Cc1cc[n+]2c3c(cccc13)CCC2,-2.0,11,i
Cc1ccc(S(=O)(=O)N2CCN(C(=O)C3CCN(C(=O)c4ccc(F)cc4)CC3)CC2)c(C)c1,-1.3,20,i
CCn1c(O)c(N=NC(=O)c2cccs2)c2ccccc21,.,76*,i
C/C(=N/NC(=O)CNC(=O)Cc1ccccc1)c1ccco1,-0.9,9,i

# Compound activity as filed in PubChem BioAssay.
